Bioassay records: PubChem, National Center for Advancing Translational Sciences (NCATS)
WRN inhibitor: inhibitors of human WRN helicase. Q14191. WRN helicase unwinding, fluorescent forked duplex, kinetic. Potency, µM (doses to about 114 µM), without a hit: top-dose activity change, negative = inhibition, most hits filed as inhibitors. actives 0.46% (n = 360,000). AID 651768; note: potency is the fitted concentration of half-maximal effect; % is set by controls: 0 for no effect and ±100 for the full control effect; nearly all actives have a fitted effect of over 55% in size
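Enzyme (20 nM final) and test compound sit together 15 min at room temperature before substrate addition. Substrate is a single-forked duplex oligonucleotide (100 nM) labelled with fluorophore and quencher, with 2 mM ATP; helicase unwinding raises red fluorescence, read kinetically.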
PLK1 PBD block: inhibitors of human PLK1 polo-box domain binding. P53350. actives 2.8% (n = 360,000). Plk1 PBD binding of FITC phosphopeptide, fluorescence polarization. Potency, µM, for inactives: max response, negative = inhibition, hits mostly inhibitors; note: potency is the fitted concentration of half-maximal effect; series mostly up to about 57 µM; % is set by controls: 0 for no effect and ±100 for the full control effect; nearly all actives have a fitted effect of over 65% in size
GLP1R inv ag: acts as inverse agonist at human GLP-1 receptor | P43220 | HEK293 GLP-1R CRE-luciferase, luminescence, 24 h; GLP-1R form is constitutively active | Potency, µM (top dose mostly 38.3 µM), for inactives: at the highest dose activity change, negative = inhibition, actives largely listed as inhibitors | actives 1.6% (n = 410,000); note: potency is the fitted concentration of half-maximal effect; % is set by controls: 0 for no effect and ±100 for the full control effect; nearly all actives have a fitted effect of over 55% in size
Target sequence (P43220 whole entry, looked up): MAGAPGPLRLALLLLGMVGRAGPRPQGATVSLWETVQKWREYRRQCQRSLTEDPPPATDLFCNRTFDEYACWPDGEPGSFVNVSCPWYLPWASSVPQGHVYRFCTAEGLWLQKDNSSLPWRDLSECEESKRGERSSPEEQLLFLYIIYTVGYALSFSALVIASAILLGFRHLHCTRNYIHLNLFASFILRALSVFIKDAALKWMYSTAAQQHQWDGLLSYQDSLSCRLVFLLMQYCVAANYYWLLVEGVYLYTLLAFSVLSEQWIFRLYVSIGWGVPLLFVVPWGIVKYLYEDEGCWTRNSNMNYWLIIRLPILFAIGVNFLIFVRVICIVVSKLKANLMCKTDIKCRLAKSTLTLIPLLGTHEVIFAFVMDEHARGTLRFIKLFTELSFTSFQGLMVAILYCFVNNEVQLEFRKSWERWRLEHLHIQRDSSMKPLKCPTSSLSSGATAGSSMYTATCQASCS
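Inverse agonists were sought by their lowering of basal cAMP reporter luciferase output in HEK293 cells stably carrying constitutively active human GLP-1R, after 24 h compound treatment.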
PI5P4K alpha inh: blocks human PI5P4K alpha kinase activity | P48426 | PI5P4Kalpha enzyme, ADP-Glo luminescence, 60 min; hits give low values | max response, % | actives 1.2% (n = 330,000); active = max response of -50% or lower; inconclusive = between -30% and -50%; inactive = -30% or higher; note: value at the top dose of about 77 µM; % is set by controls: 0 for no effect and ±100 for the full control effect
Target sequence (P48426 whole entry, looked up): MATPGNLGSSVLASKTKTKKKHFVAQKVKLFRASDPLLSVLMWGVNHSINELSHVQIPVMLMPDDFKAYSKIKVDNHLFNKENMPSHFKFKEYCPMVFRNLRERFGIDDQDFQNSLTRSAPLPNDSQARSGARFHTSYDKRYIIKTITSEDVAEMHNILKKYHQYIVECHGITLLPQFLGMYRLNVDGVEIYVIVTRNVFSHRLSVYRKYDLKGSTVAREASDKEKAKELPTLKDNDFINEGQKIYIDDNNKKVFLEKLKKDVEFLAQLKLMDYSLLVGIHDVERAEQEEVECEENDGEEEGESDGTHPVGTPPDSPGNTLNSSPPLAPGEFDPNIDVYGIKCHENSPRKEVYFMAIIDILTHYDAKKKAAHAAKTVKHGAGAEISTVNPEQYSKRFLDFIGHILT
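Enzyme plus substrate dispensed, test compounds pinned in, then ATP (5 microM final) added. After 60 min at RT, ADP-Glo reagent 1 for 45 min and reagent 2 for 30 min preceded luminescence imaging.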
GLP-1R agonist: agonists of human GLP-1 receptor. P43220. actives 0.007% (n = 380,000). HEK293 GLP-1R CRE-luciferase, luminescence, 4-6 h; cells express a hypersensitive GLP-1R form. Potency, µM (series often up to 45.6 µM), without a hit: top-dose activation, actives largely listed as activators; note: potency is the fitted concentration of half-maximal effect; % of control where 0% means no effect
HEK293 tox: cytotoxicity in counter-screen for GLP-1R inverse agonists. HEK293 cAMP-luciferase reporter cells, luminescence, 24 h. Potency, µM (highest dose often 38.3 µM), for the others: at the top dose activity change, negative = inhibition, actives largely listed as inhibitors. actives 0.13% (n = 410,000);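 note: loss of luciferase light is scored as toxicity; potency is the fitted concentration of half-maximal effect; % is set by controls: 0 for no effect and ±100 for the full control effect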
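MLSMR compounds, 24 hr on cells at 37 deg C/5% CO2; luminescence after luciferase reagent (12 min RT). Inhibition counted as the undesired cytotoxic outcome.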
IL2 activator: activates IL-2 in a cell-based reporter assay | IL-2 activation reporter assay, cell-based qHTS; stimulated with anti-CD3/CD4/CD28 beads; in transgenic mouse T cells | activation, % (series mostly up to about 46 µM) | actives 0.065% (n = 360,000) | AID 652025; in the data active = activation above about 50%; inconclusive = mostly about 30% to 49%; note: 0% is about no effect
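Readout is EGFP and DsRed signal by fluorescent plate cytometry after 18 h at 37 degrees C. Transgenic mouse T cells (750/well) received compound for 60 min before bead stimulation (anti-CD3, anti-CD4, anti-CD28); memory T cells served as non-tolerant control.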
D3 ag: agonists of human D3 dopamine receptor | actives 0.58% (n = 410,000) | D3R DiscoveRx beta-arrestin cells, luminescence, 90 min | P35462 | max activation, %; in the data active = max activation above about 30%; note: 0% is about no effect; mostly tested at two doses, the higher about 12 µM
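Agonist mode: compounds and dopamine controls were applied to plated cells for 90 min at 37 degrees C after an overnight attachment at 1500 cells/well. Luminescent read-out followed 30 - 60 minutes at room temperature with DiscoveRx detection reagent.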
DRD3 antagonist: antagonists of human D3 dopamine receptor; P35462; D3R cells, DiscoveRx beta-arrestin luminescence, antagonist mode; hits give low values; max response, negative = inhibition, %; actives 2.5% (n = 360,000); in the data active = max response below about -50%; inconclusive = no clear call, values can overlap the other calls; note: % is set by controls: 0 for no effect and ±100 for the full control effect; mostly tested at two doses, the higher about 12 µM
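Cells expressing the human receptor were seeded at 1500 cells/well, incubated overnight at 37 degrees C in 5% CO2, then exposed to library compounds with dopamine controls for 90 minutes at 37 degrees C before luminescent detection.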
Starred values were filed as active, the others as inactive; ? = inconclusive; nt = not tested or not shown; [ ] = another dose, or the depositor's remark. Unless noted, calls come from the whole dose curve; as a rule, active = well fitted curve in the direction sought with a large enough effect; inconclusive = small, poorly fitted or top-dose-only effect, or another doubt; inactive = no such curve, though single readings can be large; an effect the other way counts as inactive or inconclusive.

SMILES	WRN inhibitor	PLK1 PBD block	GLP1R inv ag	PI5P4K alpha inh	GLP-1R agonist	HEK293 tox	IL2 activator	D3 ag	DRD3 antagonist
COC(=O)c1sccc1NC(=S)N1CCN(c2cc(C)ccc2C)CC1	-13.2%	-13.1%	?	7.3	3.0%	16.5%	-3.3	9.6	-4.8
Cc1ccc(S(=O)(=O)N(CC(=O)NCc2ccc(F)cc2)C(=O)N2CCN(C)CC2)cc1	-2.3%	1.1%	-11.8%	5.9	5.1%	-6.3%	0.4	-2.4	5.6
COCCN(C(=O)COC(=O)CCC(=O)c1cccs1)c1c(N)n(Cc2ccccc2)c(=O)[nH]c1=O	-1.6%	-9.3%	3.9%	7.6	1.0%	5.7%	0.1	4.3	23.1
Cc1cccc(OCC(=O)N2CCN(c3nnc(-c4ccccc4)c4ccccc34)CC2)c1	3.1%	2.0%	?	3.9	-2.8%	-41.3%	-0.5	7.8	-1.2
CCC(C)(C)NC(=O)CN(C(=O)c1snc(C(N)=O)c1N)c1ccc2nc(C)sc2c1	-4.3%	6.0%	57.7%[activator]	-0.6	-0.5%	-9.4%	0.8	0.9	5.9
COC(=O)c1ccc(/C=N/NC(=S)NCCN2CCOCC2)cc1	-22.1%	5.3%	17.1%	2.4	3.6%	1.7%	0.2	-2.2	-1.9
CCOC(=O)C1CCN(C(=O)COC(=O)c2cc(-c3cccs3)nn2-c2ccccc2)CC1	-7.4%	-9.9%	?	1.7	7.7%	17.1%	-3.0	1.2	4.5
COc1ccccc1N(C)S(=O)(=O)c1ccc(C(=O)NCC(c2ccco2)N2CCCCC2)cc1 (stereo not drawn)	-8.5%	-3.1%	?	4.0	10.0%	0.0%	-0.7	-4.3	?
COc1cccc(/C=C(/C#N)c2ccc(F)cc2)c1OCc1cccc(C(=O)O)c1	-21.4%	-13.4%	5.9%	14.2	5.8%	-15.6%	-0.2	-6.5	13.0
Cc1ccc(NS(=O)(=O)c2ccc(OCC(=O)NCC3CCCO3)cc2)cc1 (stereo not drawn)	7.3%	29.9µM*	-3.9%	-25.6	3.1%	-7.1%	1.4	3.5	11.9
Cc1cccc(OCc2nnc(SCC(=O)NCC3CCCO3)n2C)c1 (stereo not drawn)	-9.1%	-1.5%	6.9%	-2.9	8.4%	5.7%	-4.7	5.7	12.1
CCc1nnc(NC(=O)C(C)Sc2ccccc2)s1 (stereo not drawn)	5.5%	-14.5%	-5.4%	-7.5	-2.4%	0.8%	-0.6	-6.2	-14.4
COc1cc(S(=O)(=O)Nc2ccccc2C(=O)N2CCCC2)ccc1NC(C)=O	10.7%	-1.3%	1.9%	-1.5	0.6%	5.1%	1.6	1.3	7.6
CCCN(C(=O)CSc1nc2c(cnn2-c2ccccc2)c(=O)[nH]1)C1CCS(=O)(=O)C1 (stereo not drawn)	4.3%	?	16.7%	4.5	0.7%	19.0%	-3.6	3.1	2.7
CCOC(=O)C1=C(COC(=O)c2ccccc2OC(F)F)NC(=O)NC1C (stereo not drawn)	4.2%	-6.3%	100.7%[activator]	11.2	22.9%	-4.7%	-1.3	-0.7	1.4

Record cards, as listed above.
Results for `CCOC(=O)C1CCN(C(=O)COC(=O)c2cc(-c3cccs3)nn2-c2ccccc2)CC1` : WRN inhibitor: -7.4%; PLK1 PBD block: -9.9%; GLP1R inv ag: ?; PI5P4K alpha inh: 1.7; GLP-1R agonist: 7.7%; HEK293 tox: 17.1%; IL2 activator: -3.0; D3 ag: 1.2; DRD3 antagonist: 4.5
Results for `COc1cccc(/C=C(/C#N)c2ccc(F)cc2)c1OCc1cccc(C(=O)O)c1` : WRN inhibitor: -21.4%; PLK1 PBD block: -13.4%; GLP1R inv ag: 5.9%; PI5P4K alpha inh: 14.2; GLP-1R agonist: 5.8%; HEK293 tox: -15.6%; IL2 activator: -0.2; D3 ag: -6.5; DRD3 antagonist: 13.0

Next section.
SMILES	WRN inhibitor	PLK1 PBD block	GLP1R inv ag	PI5P4K alpha inh	GLP-1R agonist	HEK293 tox	IL2 activator	D3 ag	DRD3 antagonist
COc1ccc(C(=O)Nc2ccccc2C(=O)Nc2cccc(C)n2)cc1	6.1%	-3.3%	13.9%	11.9	3.0%	-10.3%	0.2	7.3	-0.5
CC(=O)Nc1ccc(Nc2ncnc(N)c2[N+](=O)[O-])cc1	2.6%	-2.0%	-10.9%	3.3	-3.0%	-9.4%	-0.5	6.1	3.8
CCOC(=O)CNC(=O)c1ccccc1	-7.5%	-7.5%	13.9%	2.7	6.0%	46.7%[activator]	-1.1	3.7	15.9
COc1nc(OC)nc(N2CCC(NC(=O)C(Cc3cccc(OC)c3OC)NC(C)=O)CC2)n1 (stereo not drawn)	10.5%	-13.5%	0.9%	0.1	-3.2%	-5.0%	-1.5	-8.2	5.2
CCCC(c1nnnn1C(C)(C)C)N1CCN(Cc2ccccc2OC)CC1 (stereo not drawn)	-2.4%	1.5%	-14.3%	-9.8	10.6%	-8.3%	0.9	-3.3	-19.4
COc1cc2c(cc1OC)C(COc1ccccc1OC)N(C(=O)c1ccc(S(=O)(=O)N3CCCC3)cc1)CC2 (stereo not drawn)	nt	nt	17.0%	nt	5.0%	12.8%	nt	-17.7	nt
CCCCCC/C=N/Nc1nnc(Cc2ccccc2)c(=O)[nH]1	-1.8%	-5.2%	5.4%	1.6	-0.2%	-2.4%	-0.6	-2.6	?
CC(=O)Nc1ccc(NC(=O)CSc2nncn2C)cc1	1.8%	-3.9%	-24.7%	-0.2	13.8%	-7.6%	-4.1	-3.3	-8.5
CCN(C(=O)c1cn(CC(C)C)c(=O)c2cc(OC)c(OC)cc12)c1cc(OC)ccc1OC	nt	nt	3.1%	nt	1.0%	-2.2%	nt	-10.5	nt
CC(=O)c1oc2ccccc2c1NC(=O)CN1CCCCC1	-5.1%	-0.9%	58.5%[activator]	nt	?	-8.1%	-0.2	1.3	-13.3
Cc1ccc(S(=O)(=O)N2CCCN(C(=O)c3cc4ccccc4[nH]3)CC2)cc1	3.8%	-14.2%	-19.5%	2.6	7.6%	14.1%	0.2	-8.9	-8.1
CCCOc1ccc(N2C(=O)CC(N(Cc3ccc(OC)cc3)C(=S)Nc3ccccc3)C2=O)cc1 (stereo not drawn)	-6.0%	-1.4%	?	21.2	-3.3%	4.4%	-0.7	3.2	-22.4
O=C(COC(=O)CCc1nc2ccccc2n1-c1ccccc1)Nc1cccc(Cl)c1	-5.9%	-2.3%	-13.8%	0.2	-13.0%	4.6%	0.9	-6.2	0.1
CC12CCC(C(=O)NC(c3ccccc3)c3ccccc3)(OC1=O)C2(C)C (stereo not drawn)	13.0%	-3.3%	-13.3%	nt	-3.7%	3.0%	-1.5	-21.9	?
COc1ccc2c(CC(=O)Nc3nnc(C4CC4)s3)coc2c1	2.3%	-6.4%	0.8%	-2.3	-9.0%	-5.0%	-3.2	9.5	3.5
Cc1cc(Cl)ccc1C(O)c1ncc(-c2ccc3ccccc3c2)[nH]1 (stereo not drawn)	2.2%	4.3%	?	10.8	-6.4%	-4.9%	-0.4	2.3	15.5
Fc1ccccc1COc1ccccc1/C=N/Nc1nc(N2CCCC2)nc(N2CCCC2)n1	-13.6%	-1.6%	-11.8%	0.7	-1.9%	14.3%	-0.7	7.8	67.4
CCN1CCN(c2nc(N)c([N+](=O)[O-])c(Nc3ccc(C)c(C)c3)n2)CC1	-1.7%	-5.2%	-5.3%	-3.3	9.8%	4.5%	-0.7	-35.0	0.0
Cc1ccccc1NC(=O)Cn1nnc2sc3c(c2c1=O)CC(C)(C)OC3	-5.7%	-9.0%	-4.2%	0.8	16.3%	6.0%	0.1	8.5	3.9
Cc1nc2sccn2c(=O)c1S(=O)(=O)N1CCN(c2cccc(C(F)(F)F)c2)CC1	-4.4%	-17.4%	?	-2.2	-4.4%	0.1%	-1.9	-3.6	-10.3
COc1ccc(C(=O)NC2(C(F)(F)F)C(=O)NC(C)=C2C#N)cc1 (stereo not drawn)	nt	nt	8.7%	nt	8.1%	0.9%	nt	3.8	nt
NC(=O)SC/C(=N\S(=O)(=O)c1ccccc1)Nc1ccccc1	1.3%[57.1 µM]	-2.6%	-5.4%	nt	-1.4%	10.7%	-2.4	-3.8	-27.6
O=C(COc1ccccc1[N+](=O)[O-])N1CCN(C(=O)c2ccco2)CC1	-2.0%	-13.0%	9.8%	-10.4	1.3%	11.9%	-0.5	-0.2	0.7
CCOC(=O)N1CCN(C(=O)CSc2nnc3[nH]c(=O)c(C)c(C)n23)CC1	-4.4%	1.0%	-10.2%	-9.3	-9.0%	-0.5%	1.5	3.0	6.7
O=C(O)c1cc([N+](=O)[O-])ccc1N1CCC(Cc2ccccc2)CC1	-2.1%	-4.1%	-9.2%	5.9	-6.2%	?	0.0	-20.2	?
CC1CCN(C(c2cccs2)c2nnnn2Cc2ccccc2)CC1 (stereo not drawn)	-2.8%	-2.2%	10µM*	5.4	-4.3%	-0.4%	-1.2	1.8	5.6
O=C(NCc1ccc(F)cc1)c1ccncc1	-6.2%	-6.2%	10.3%	7.5	7.4%	4.6%	-2.0	0.8	11.4
COc1ccc(N2CC(C)Cn3c2nc2c3c(=O)n(Cc3ccc(C)cc3)c(=O)n2C)c(OC)c1 (stereo not drawn)	-5.7%	-12.4%	?	0.3	13.5%	-7.1%	-0.1	5.1	2.1
O=C(CN1CCN(Cc2ccc(F)cc2Cl)C1=O)NCCCN1CCOCC1	-1.0%	-3.6%	-20.3%	-3.5	0.9%	2.2%	-1.9	-3.8	-11.5
Cc1ccc(C(=O)c2oc3nc(C)cc(C)c3c2N)cc1	-14.6%	-8.2%	-2.6%	nt	5.1%	59.2%[activator]	-1.9	-18.3	-25.1
COc1ccc(-c2csc(-n3ncc(-c4cccs4)c3N)n2)cc1	3.8%	-7.5%	14.3%	nt	-9.2%	2.5%	10.3	2.0	18.2
Cc1ccc(CCNC(=O)C2CCN(S(=O)(=O)c3ccc4c(c3)NC(=O)C(C)S4)CC2)cc1 (stereo not drawn)	-5.1%	-14.6%	?	-1.8	4.2%	0.3%	-2.3	19.9	8.9

Not a hit list. About 7.8% of those tested had a hit in this group.
